Screening results: PubChem BioAssay, National Center for Advancing Translational Sciences (NCATS)
AMA1-RON2 inh – AMA1-RON2 (P. falciparum) interaction inhibition | AlphaScreen AMA1-biotinylated RON2 peptide binding | Potency, µM (highest dose often 58.2 µM), for inactives: at the highest dose activity change, negative = inhibition, hits mostly inhibitors | 360,000 tested, 0.2% active | AID 720542;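 also: potency is read from the fitted curve at half-maximal effect; 0% = vehicle wells and -100% = peptide control; nearly all actives have a fitted effect of over 45% in size; some results filed as inactive show a strong effect at the top dose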
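AMA1 (3D7) with his tag at 25 nM final met compounds first, then biotinylated RON2 peptide at 25 nM; detection used donor plus acceptor beads, 10 µg/mL apiece, read by AlphaScreen after 30 min at room temperature.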
Giardia FBPA inh – blocks Giardia fructose-bisphosphate aldolase activity; A8B2U2; AID 2451; purified Giardia FBPA; Potency, µM (highest dose often 59.6 µM), for the others: at the top dose activity, negative = inhibition, usual class: inhibitors; 290,000 tested, 0.71% active; also: potency is read from the fitted curve at half-maximal effect; nearly all actives have a fitted effect of over 55% in size
Target sequence (A8B2U2 whole entry, looked up): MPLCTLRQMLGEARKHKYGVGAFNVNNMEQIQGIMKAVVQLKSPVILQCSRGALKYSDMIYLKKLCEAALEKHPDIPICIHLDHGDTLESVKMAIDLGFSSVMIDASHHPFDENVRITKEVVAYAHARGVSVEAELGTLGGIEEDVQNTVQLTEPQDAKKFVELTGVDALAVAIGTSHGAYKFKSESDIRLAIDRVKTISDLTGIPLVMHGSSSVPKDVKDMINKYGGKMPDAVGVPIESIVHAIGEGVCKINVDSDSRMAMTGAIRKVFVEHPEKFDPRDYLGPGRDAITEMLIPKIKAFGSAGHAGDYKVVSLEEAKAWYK
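Giardia FBPA (40 nM reagent) was preincubated 10 min at RT with compound (up to 57.5 uM final), then substrate plus GAPDH/TPI/NAD/arsenate coupling system with diaphorase/resazurin was added; resorufin fluorescence (525/598 nm) was read after 20 min.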
AmpC inh no detg – inhibitors of E. coli AmpC beta-lactamase without detergent; P00811; AmpC nitrocefin hydrolysis, absorbance 480 nm, 0.0001% Triton; Potency, µM (titrated, usually from 57.1 µM), for the others: at the highest dose activity change, negative = inhibition, usual class: inhibitors; 330,000 tested, 0.52% active; AID 485341;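 also: potency is read from the fitted curve at half-maximal effect; plate controls were no compound for no effect and no enzyme for full effect; nearly all actives have a fitted effect of over 20% in size; some results filed as inactive show a strong effect at the top dose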
Target sequence (P00811 whole entry, looked up): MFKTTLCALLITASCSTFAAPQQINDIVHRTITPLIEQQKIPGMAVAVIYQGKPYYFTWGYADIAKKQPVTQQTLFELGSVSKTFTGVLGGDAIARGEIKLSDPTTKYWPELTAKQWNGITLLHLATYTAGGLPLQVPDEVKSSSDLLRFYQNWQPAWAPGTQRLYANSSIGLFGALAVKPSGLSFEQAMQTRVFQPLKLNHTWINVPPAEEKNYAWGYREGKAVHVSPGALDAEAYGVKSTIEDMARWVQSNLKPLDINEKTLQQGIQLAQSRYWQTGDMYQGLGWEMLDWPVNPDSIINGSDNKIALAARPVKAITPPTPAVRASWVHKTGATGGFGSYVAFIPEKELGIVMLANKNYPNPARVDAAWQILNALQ
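AmpC (5.3 nM in the dispensed reagent) in 20 mM phosphate pH 7.0 with 0.01% (detergent screen) or 0.0001% Triton X-100 was preincubated with compounds for 15 min at room temperature. Nitrocefin was then added from an 800 uM solution, and hydrolysis was followed at 480 nm.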
HCMV antiviral – inhibitors of human cytomegalovirus | HFF cells, HCMV-luciferase reporter, 72 h; stronger effect = lower value | activity change, negative = inhibition, % at 57.5 µM | 410,000 tested, 4.5% active | AID 1259415; in the data active = activity change below about -60%; inconclusive = no clear call, values can overlap the other calls; inactive = above about -39%
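Steps: HFFs plated, 16 h 37C; compounds added; HCMV-luciferase added to MOI 1 PFU/cell; 72 h 37C; OneGlo reagent, 5 min room temperature; luminescence read, normalized to controls.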
Sm TGR inh – blocks Schistosoma mansoni thioredoxin glutathione reductase. Q962Y6. purified TGR, DTNB reduction, TNB absorbance 405 nm. Potency, µM (series often up to 114 µM), for the others: at the top dose activity change, negative = inhibition, hits mostly inhibitors. 360,000 tested, 3% active. AID 485364; also: potency is read from the fitted curve at half-maximal effect; nearly all actives have a fitted effect of over 60% in size
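First, TGR (20 nM dispensed) and NADPH were mixed with compound. Second, a 15 min room-temperature incubation followed. Third, further NADPH and then DTNB were added to start the reaction. Finally, TNB absorbance was monitored kinetically.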
AmpC detergent – blocks E. coli AmpC beta-lactamase in detergent assay | 370,000 tested, 0.041% active | Potency, µM (highest dose often 114 µM), inactives show at the highest dose activity change, negative = inhibition, actives largely listed as inhibitors | P00811 | AmpC hydrolysis of nitrocefin, absorbance 480 nm, 0.01% Triton;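 also: potency is read from the fitted curve at half-maximal effect; 0% = no-compound wells and -100% = no-enzyme wells; nearly all actives have a fitted effect of over 25% in size; some results filed as inactive show a strong effect at the top dose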
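AmpC (5.3 nM in the dispensed reagent) in 20 mM phosphate pH 7.0 with 0.01% (detergent screen) or 0.0001% Triton X-100 was preincubated with compounds for 15 min at room temperature. Nitrocefin was then added from an 800 uM solution, and hydrolysis was followed at 480 nm.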
An asterisk follows results filed as active; u = inconclusive; x = no result given; & = joins results of further samples; [ ] = remark or other dose. Unless noted, calls follow the shape of the dose curve; as a rule, active = well fitted curve in the direction sought with a large enough effect; inconclusive = small, poorly fitted or top-dose-only effect, or another doubt; inactive = no such curve, though single readings can be large; an effect the other way counts as inactive or inconclusive. Unless noted, % is scaled to controls: 0 for no effect and ±100 for the full control effect. Not a hit list; any-hit rate near 7.8%.

The opening two compounds, to show the layout:
no.	Structure	AMA1-RON2 inh	Giardia FBPA inh	AmpC inh no detg
1	CCc1cccc(NS(=O)(=O)c2ccc3c(c2)N(CC(=O)OC)C(=O)CS3)c1	x	x	x
2	C=CCn1c(N)c(C(=O)N2CCN(C)CC2)sc1=S	-2%	-2%	-15%

no.	HCMV antiviral	Sm TGR inh	AmpC detergent
1	-38	8%	12%
2	-3	0%	-3%

All compounds of this part, repeating the preview:
no.	Structure	AMA1-RON2 inh	Giardia FBPA inh	AmpC inh no detg
1	CCc1cccc(NS(=O)(=O)c2ccc3c(c2)N(CC(=O)OC)C(=O)CS3)c1	x	x	x
2	C=CCn1c(N)c(C(=O)N2CCN(C)CC2)sc1=S	-2%	-2%	-15%
3	CCc1c(C)nc2ncnn2c1N1CCC(C(=O)NCc2cccc(OC)c2)CC1	9%	-4%	-3%
4	CCc1nc2oc3cc(OC)ccc3c(=O)c2c(=O)n1Cc1ccccc1	6%	5%	-25%
5	CC1=CC(=O)c2ccccc2C1=O	-14%&4%	u	-22%&18%
6	O=C(c1ccc(S(=O)(=O)N2CCOCC2)cc1)N1CCN=C1SCc1cccnc1	-5%	4%	-10%
7	O=C(COC(=O)CCc1c[nH]c2ccccc12)NCc1ccc(Cl)cc1	-18%	2%	-35%
8	CC(=O)c1c(C)oc2c(Br)cc(NS(=O)(=O)c3ccc(Br)cc3)cc12	x	x	x

no.	HCMV antiviral	Sm TGR inh	AmpC detergent
1	-38	8%	12%
2	-3	0%	-3%
3	u	0%	-15%
4	3	-3%	0%
5	u	28µM*	u
6	-38	1%	1%
7	51	0%	-2%
8	12	5.6µM*	4%

The results go on:
no.	Structure	AMA1-RON2 inh	Giardia FBPA inh	AmpC inh no detg
9	Cc1cc(NC(=O)Cn2cnc3sc(C)c(C)c3c2=O)no1	-3%	x	-16%
10	O=C(CSc1nnc(COc2ccc(Cl)cc2Cl)o1)Nc1ccccn1	0%	x	-28%
11	COc1ccc(C(=O)Nc2ccc(N3CCCC3)cc2)cc1	-6%	-16%	1%
12	O=C(CC1C(=O)N(c2ccc(F)cc2)C(=O)N1Cc1ccc2c(c1)OCO2)Nc1ccc(F)cc1 (centres undefined)	x	x	x
13	O=C(OC(C(=O)NCC1CCCO1)c1ccccn1)c1cccs1 (centres undefined)	17%	0%	-8%
14	Cn1c(SCC(=O)NNC(=O)Cc2ccccc2)nc2ccccc2c1=O	85%[activator]	7%	-19%
15	CCOC(=O)Nc1cc(OC)c(OC)cc1Cc1nccc2cc(OC)c(OC)cc12	-5%	-2%	96%[activator]
16	CC(=O)O[C@H]1C[C@@H]2CC[C@@H]3[C@H](CC[C@]4(C)C(=O)CC[C@@H]34)[C@@]2(C)C[C@@H]1OC(C)=O	-3%	x	-11%

no.	HCMV antiviral	Sm TGR inh	AmpC detergent
9	-8	x	x
10	24	-1%	-8%
11	34	56µM*	u
12	-1	-2%	7%
13	2	-3%	-12%
14	-37	-7%	-5%
15	32	1%	-4%
16	x	5%	u

The results go on.
no.	Structure	AMA1-RON2 inh	Giardia FBPA inh	AmpC inh no detg
17	Cc1c(-c2ccc(Cl)cc2)oc(=O)c2c(N)n(-c3ccccc3)nc12	14%	0%	-3%
18	O=C(NCc1ccccn1)c1nn(-c2ccccc2)c(=O)c2ccccc12	7%	2%	-2%
19	COc1ccc(OC)c(-c2nc3c(C)n[nH]c(=O)c3[nH]2)c1	26%	4%	-13%
20	COCCCNc1nc(N)c([N+](=O)[O-])c(NC2CCCCC2)n1	1%	6%	-15%
21	O=C(NC(NC(=S)Nc1ccccc1C(=O)O)C(Cl)(Cl)Cl)c1ccco1 (centres undefined)	-27%	0%	-20%
22	Nc1sc(-c2ccccc2)cc1C(=O)O	x	-3%	-25%
23	COc1ccc(S(=O)(=O)NCc2cccnc2)cc1Br	3%	2%	-11%
24	CCCCC(=O)Nc1ccc(C(=O)NNC(=S)NC(=O)c2ccco2)cc1	99%[activator]	7%	-38%

no.	HCMV antiviral	Sm TGR inh	AmpC detergent
17	-27	-4%	0%
18	17	63%[activator]	3%
19	u	2%	-6%
20	-34	-5%	0%
21	35	-3%	-1%
22	x	6%	-4%
23	-19	-10%	2%
24	18	u	4%

Following part.
no.	Structure	AMA1-RON2 inh	Giardia FBPA inh	AmpC inh no detg
25	CN(CC(=O)Nc1ccc(F)cc1)C(=O)CN1C(=O)NC2(CCCCC2)C1=O	-5%	x	-10%
26	CCS(=O)(=O)c1ccc(C(=O)Nc2cccc(Cl)c2)c(Cl)c1Cl	2%	0%	-26%
27	COCC1CCCCN1C(=O)c1cccc(OC2CCN(C(=O)C3CC3)CC2)c1 (centres undefined)	0%	x	107%[activator]
28	CCOCCCNC(=O)C(c1ccc(C)cc1)N(Cc1cccs1)C(=O)c1ccccn1 (centres undefined)	-10%	2%	104%[activator]
29	O=C(NN1C(=O)/C(=C/c2cccs2)SC1=S)c1cccnc1	-10%	u	-32%
30	O=C1C(c2ccc(F)cc2)N(C2CCCCC2)C(=O)CN1C1CCCC1 (centres undefined)	-3%	x	30%
31	Oc1cc2c(cc1CN1CCN(c3ncccn3)CC1)OCO2	-9%	x	31%[activator]
32	CCN(CC)CCCNC(=O)c1cc2nc(-c3ccccc3)cc(C(F)(F)F)n2n1	0%	18%	-8%

no.	HCMV antiviral	Sm TGR inh	AmpC detergent
25	0	x	x
26	u	7%	u
27	15	-25%	7%
28	-15	0%	2%
29	7	3%	u
30	-4	-25%	0%
31	-24	1µM*	1%
32	29	-1%	-10%

Arranged by count of non-hydrogen atoms (smallest number first): 6 of the compounds above
no.	Structure	AMA1-RON2 inh	Giardia FBPA inh	AmpC inh no detg
26	CCS(=O)(=O)c1ccc(C(=O)Nc2cccc(Cl)c2)c(Cl)c1Cl	2%	0%	-26%
30	O=C1C(c2ccc(F)cc2)N(C2CCCCC2)C(=O)CN1C1CCCC1 (centres undefined)	-3%	x	30%
24	CCCCC(=O)Nc1ccc(C(=O)NNC(=S)NC(=O)c2ccco2)cc1	99%[activator]	7%	-38%
27	COCC1CCCCN1C(=O)c1cccc(OC2CCN(C(=O)C3CC3)CC2)c1 (centres undefined)	0%	x	107%[activator]
32	CCN(CC)CCCNC(=O)c1cc2nc(-c3ccccc3)cc(C(F)(F)F)n2n1	0%	18%	-8%
28	CCOCCCNC(=O)C(c1ccc(C)cc1)N(Cc1cccs1)C(=O)c1ccccn1 (centres undefined)	-10%	2%	104%[activator]

no.	HCMV antiviral	Sm TGR inh	AmpC detergent
26	u	7%	u
30	-4	-25%	0%
24	18	u	4%
27	15	-25%	7%
32	29	-1%	-10%
28	-15	0%	2%

Next part.
no.	Structure	AMA1-RON2 inh	Giardia FBPA inh	AmpC inh no detg
33	CCOc1ccc(CCNC(=O)CN2CCN(Cc3ccc(F)cc3Cl)C2=O)cc1OCC	x	x	x
34	Cc1ccc(S(=O)(=O)CCC(=O)OCC(=O)NCc2ccc(Cl)cc2)cc1	-3%	3%	3%[11.4 µM]
35	O=C(c1cccc(S(=O)(=O)N2CCCc3ccccc32)c1)N1CCN(c2ccccc2)CC1	u	x	47%
36	Cn1nc([N+](=O)[O-])nc1N1CCOCC1	-12%	-3%	-11%
37	CC(=O)/C=C1/C(=O)Nc2ccccc21	3%	-11%	-22%
38	CC(C)CN(C(=O)COC(=O)Cc1n[nH]c(=O)c2ccccc12)C1CCS(=O)(=O)C1 (centres undefined)	-2%	6%	-1%
39	Cc1ccnc(NC(=O)/C=C/c2ccccc2[N+](=O)[O-])c1	x	-9%	-34%
40	Cc1csc(CN(C)C(=O)C2CCC(=O)N(Cc3ccc(Cl)cc3)C2)n1 (centres undefined)	-4%	x	53%

no.	HCMV antiviral	Sm TGR inh	AmpC detergent
33	-13	-2%	7%
34	-18	-7%	-9%
35	46	x	x
36	4	13%	-10%
37	77	u	2%
38	9	3%	-8%
39	116	3%	2%
40	-39	-1%	-4%

The list goes on:
no.	Structure	AMA1-RON2 inh	Giardia FBPA inh	AmpC inh no detg
41	CC(=O)c1sc(NC(=O)COc2ccc(Cl)cc2Cl)nc1C	-2%	5%	-23%
42	CCSc1nc2c(c(=O)n1CC)SC(C)C2 (centres undefined)	-3%	21%	-14%
43	Nc1ncc(-n2cncn2)c(-c2ccc(Cl)cc2)n1	2%	7%	-4%
44	COC(=O)/C=C/C(=O)N1CCN(c2ccccc2)CC1	11%	3%	-19%
45	CC(NC(=O)CNC(=O)c1sc2ccccc2c1Cl)c1cccnc1 (centres undefined)	4%	-6%	32%
46	CN(C)C(/C=C/Nc1ccc(C#N)cc1)=C(C#N)C#N	49%[activator]	6%	-13%
47	O=C(O)CC(NS(=O)(=O)c1c(F)cc(F)cc1Br)c1ccccc1Cl (centres undefined)	-5%	7%	-35%
48	COCCCNC(=O)c1c(N)n(-c2ccc(S(N)(=O)=O)cc2)c2nc3ccccc3nc12	5%	-1%	58%

no.	HCMV antiviral	Sm TGR inh	AmpC detergent
41	17	14%	4%
42	-12	-1%	4%
43	-34	-3%	-3%
44	6	-8%	-4%
45	-9	-2%	-7%
46	-6	16%	u
47	-27	-2%	-7%
48	-18	6%	-14%

Continuation:
no.	Structure	AMA1-RON2 inh	Giardia FBPA inh	AmpC inh no detg
49	O=C(c1ccc(-c2cccc(C(F)(F)F)c2)o1)N1CCOCC1	-5%	0%	35%
50	COc1ccc(-c2noc(C3CCCN(C(=O)c4cccs4)C3)n2)cc1 (centres undefined)	-6%	2%	-5%
51	CSC(=NNC(=O)c1ccccc1O)SC	-8%	-19%	-17%
52	CN1CCN(S(=O)(=O)c2ccc(=O)[nH]c2)CC1	0%	-3%	-3%
53	Cc1cc(C)n(CCCNC(=O)C(C)(C)Oc2ccc(Cl)cc2)n1	-6%	x	123%[activator]
54	COc1ccc(C)cc1Nc1n[n+](-c2ccccc2)c(-c2cc(OC)c(OC)cc2Br)s1	28%	u	-4%
55	C#CCOc1coc(COC(=O)c2ccccc2)cc1=O	15%	10%	-6%
56	COC(=O)C1CCN(C(=O)c2ccc(Cl)c(S(=O)(=O)NCc3ccco3)c2)CC1	-27%	x	-20%
57	O=C(OCc1ccc(COC(=O)c2ccccn2)cc1)c1ccccn1	-3%	5%	-2%

no.	HCMV antiviral	Sm TGR inh	AmpC detergent
49	37	-14%	u
50	-28	8%	-4%
51	41	0%	-14%
52	1	-23%	0%
53	-30	-4%	-3%
54	7	0%	u
55	8	0%	1%
56	33	x	x
57	11	15%	4%
